# DT40 TDP1 CPT = DT40-hTDP1 cell growth loss with CPT; chicken DT40 Tdp1-/-;hTDP1 cells + 20 nM CPT, ATP luminescence, 48 h; Potency, µM (doses to about 46.2 µM), inactives show at the top dose activity change, negative = growth inhibition, hits mostly inhibitors; 420,000 compounds, 12% hits; AID 686979; note: nearly all actives have a fitted effect of over 55% in size
#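 Chicken DT40 Tdp1-/- cells stably complemented with human TDP1 were seeded at 400 cells/well in medium containing 20 nM camptothecin, exposed to pin-transferred compounds, and grown at 37 °C for at least 48 hr. Viability was read as ATP luminescence.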
# GCN5L2 inh = GCN5L2 (KAT2A) acetyltransferase inhibition. Q92830. GCN5L2 HAT assay, ThioGlo1 CoA-SH fluorescence. Potency, µM (series often up to 58.9 µM), inactives show top-dose activity change, negative = inhibition, actives largely listed as inhibitors. 390,000 compounds, 0.21% hits. AID 504327
#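 Compounds, pin-transferred from DMSO stocks, meet 20nM GCN5L2 for 15 min before the reaction begins with H3(1-25) peptide (75uM) and acetyl-CoA (70uM). Thiol-reactive ThioGlo1 reports CoA release over 20 min at room temperature.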
# FEN1 inh = inhibitors of human flap endonuclease 1; Recombinant FEN1 flap cleavage, fluorescence, 15 min; Potency, µM (titrated, usually from 114 µM), for the others: top-dose activity change, negative = inhibition, hits mostly inhibitors; 390,000 compounds, 0.35% hits; AID 588795; note: nearly all actives have a fitted effect of over 65% in size
# Target sequence (P39748 whole entry, looked up): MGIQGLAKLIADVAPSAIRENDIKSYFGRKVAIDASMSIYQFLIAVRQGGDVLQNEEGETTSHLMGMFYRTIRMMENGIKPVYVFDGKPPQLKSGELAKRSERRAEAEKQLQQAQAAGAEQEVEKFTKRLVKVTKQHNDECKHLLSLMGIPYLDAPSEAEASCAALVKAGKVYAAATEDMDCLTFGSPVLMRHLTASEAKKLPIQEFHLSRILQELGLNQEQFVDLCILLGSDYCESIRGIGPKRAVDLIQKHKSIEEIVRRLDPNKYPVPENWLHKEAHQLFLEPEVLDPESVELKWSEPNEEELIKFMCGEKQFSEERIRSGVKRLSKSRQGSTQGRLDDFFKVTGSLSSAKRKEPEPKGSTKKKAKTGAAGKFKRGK
#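 Concentration–response screening of FEN1 (10 nM): 15 min compound preincubation at room temperature, reaction started with 50 nM substrate and read at 0 and 15 min. Corrected, normalized data were fitted by a four-parameter Hill equation.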
# The depositor's hits bear a star; u = inconclusive; x = not tested or not shown; & = joins results of further samples; [ ] = remark or other dose. Calls come from the whole dose curve; as a rule, active = well fitted curve in the direction sought with a large enough effect; inconclusive = small, poorly fitted or top-dose-only effect, or another doubt; inactive = no such curve, though single readings can be large; an effect the other way counts as inactive or inconclusive. % is set by controls: 0 for no effect and ±100 for the full control effect; potency is the fitted concentration of half-maximal effect. Some of the compounds tested; rates above refer to the full screens.
no.	structure	DT40 TDP1 CPT	GCN5L2 inh	FEN1 inh
1	CC(=O)N1CCN(C(=O)c2ccc(NS(=O)(=O)c3ccc4[nH]c(=O)[nH]c4c3)cc2)CC1	8%	-22%	2%
2	O=C(NCCc1ccccc1)C(=O)NC1CCCCC1	-41%	2%	33%
3	NC(=O)COC(=O)[C@H](Cc1ccccc1)NS(=O)(=O)c1ccc2c(c1)OCCO2	-2%	-17%	7%
4	COc1ccc(OC)c(NC(=O)C2=C(C)C(=O)OC23CCCCCC3)c1	u	-9%	12%
5	O=C(O)CCC(=O)NNC(=O)CCCOc1ccc(Cl)cc1Cl	7%	-2%	3%
6	COc1ccc(-c2cc3nc(C)cc(-c4ccc(OC)cc4)n3n2)cc1	u	-29%	6%
7	O=C(N/N=C/c1c(O)ccc2ccccc12)Nc1ccccc1	26µM*	x	-3%
8	CCOc1ccc(N(C(=O)c2ccccc2F)S(=O)(=O)c2ccc3c(c2)n(C)c(=O)n3C)cc1	-8%	-5%	14%
9	CCOC(=O)c1c(C)[nH]c(C)c1S(=O)(=O)N(C)CC(=O)Nc1ccccc1	7%	-5%	18%
10	CCOc1cc2[nH]c(=S)n(C3CC3)c(=O)c2cc1OCC	-28%	-1%	1%
11	O=C(c1ccco1)N1CCC[C@@]2(CCN(c3cccc(-c4ccccc4)c3)C2)C1	u	-6%	x
12	CCc1ccc(NC(=O)CSc2nnc(C3CC3)n2CC2CCCO2)cc1 (stereo unspecified)	18%	1%	3%
13	CCOc1ccc(CNS(=O)(=O)c2c(C)nc3sccn3c2=O)cc1OC	3%	-4%	-2%
14	C=CCN1CN(S(=O)(=O)c2ccc(OC)cc2)c2nc3ccccc3nc21	-28%	-6%	-26%
15	Cc1c(NS(=O)(=O)c2cc(NC(=O)CCN3CCCC(C)C3)ccc2Cl)c(=O)n(-c2ccccc2)n1C (stereo unspecified)	11%	-1%	-2%
16	O=C(N/N=C/C1CCCCC1)c1cc(Cl)ccc1O	-5%	-4%	2%
17	CCOC(=O)C1CCc2nc3ccccc3c(=O)n21 (stereo unspecified)	-6%	-2%	0%
18	Cn1c2c(c(=O)n(C)c1=O)CN(Cc1ccc(F)cc1)CN2	-22%	-6%	-1%
19	Fc1ccccc1/C=C1\CCCC2=C1Nc1nnnn1C2c1ccccc1F (stereo unspecified)	u	-4%	4%
20	COc1cc(/C=C/C(=O)O)cc(S(=O)(=O)NNC(=O)c2ccc3c(c2)OCO3)c1OC	11%	-1%	-2%
21	Cc1ccc(S(=O)(=O)N2CCN(C(=O)COC(=O)CSc3cc(C)ccc3C)CC2)c(C)c1	-3%	-3%	-7%
22	O=C(O)CCN1C(=O)/C(=C\c2ccc(-c3nc4ccccc4s3)o2)SC1=S	u	0%	-2%
23	COC(=O)N/N=C/c1cc(C)n(-c2cccc3ccccc23)c1C	-30%	-3%	-16%
24	COc1cc(/C=C(\NC(C)=O)C(=O)NC(C)(C)C)ccc1OC(C)=O	-16%	0%	-2%
25	CSc1ncc(C(=O)NCc2ccccc2F)c(-c2ccccc2)n1	-12%	-7%	20%
26	S=c1[nH]nc(-c2cc(-c3ccsc3)n[nH]2)n1-c1cccc2ccccc12	u	-6%	8%
27	O=C(COc1ccc(C(F)(F)F)cc1[N+](=O)[O-])Nc1cccc(C(F)(F)F)c1	24%	2%	0%
28	CCSc1nnc(NS(=O)(=O)c2ccc(C)cc2)s1	-21%	3%	-1%
29	O=C(CSc1nc2ccccc2[nH]1)N/N=C/C=C/c1ccccc1[N+](=O)[O-]	3%	-5%	-1%
30	CCn1ccc(-c2ccccc2)c(C#N)c1=O	1%	-2%	19%

# In a second layout: results already given
# The line under a structure holds: DT40 TDP1 CPT	GCN5L2 inh	FEN1 inh
(13) CCOc1ccc(CNS(=O)(=O)c2c(C)nc3sccn3c2=O)cc1OC
    3%	-4%	-2%
(14) C=CCN1CN(S(=O)(=O)c2ccc(OC)cc2)c2nc3ccccc3nc21
    -28%	-6%	-26%
(15) Cc1c(NS(=O)(=O)c2cc(NC(=O)CCN3CCCC(C)C3)ccc2Cl)c(=O)n(-c2ccccc2)n1C (stereo unspecified)
    11%	-1%	-2%
(16) O=C(N/N=C/C1CCCCC1)c1cc(Cl)ccc1O
    -5%	-4%	2%

# Further compounds:
no.	structure	DT40 TDP1 CPT	GCN5L2 inh	FEN1 inh
31	CC(C1CCN(Cc2nc(C3CC3)no2)CC1)N1CCOCC1 (stereo unspecified)	5%	8%	20%
32	COC(=O)C1=C(C)N=C2SCCC(=O)N2C1c1ccc(OC(=O)c2ccco2)cc1 (stereo unspecified)	12%	-4%	1%
33	Cc1ccccc1-n1nc2c(c1NC(=O)c1cccc(F)c1)CS(=O)C2 (stereo unspecified)	0%	-3%	8%
34	CCS(=O)(=O)N1CCN(S(=O)(=O)c2ccccc2)CC1	-4%	-2%	3%
35	CCOc1cccc(C(=O)Nc2ccccc2C(=O)N2CCN(C)CC2)c1	9%	-3%	0%
36	CSc1ccc(CCNC(=O)C2CCN(c3ncnc4c3nc3n4CCCCC3)CC2)cc1	-1%	-11%	1%
37	COc1cc(S(=O)(=O)NCCCN2CCOCC2)ccc1-n1cnnn1	-25%	-13%	-3%
38	COc1cccc(CN(C(=O)c2cccc(C)c2)C2CCS(=O)(=O)C2)c1 (stereo unspecified)	-3%	1%	-3%
39	COc1ccc(N2CCN(c3cc(C)c4ccccc4n3)CC2)cc1	-20%	-14%	1%
40	Cc1ccc(NC(=O)c2ccc3c(c2)nnn3C)cc1	2%	2%	24%
41	C#CCOC(=O)CCC(=O)NCCc1ccccc1	-13%	-19%	7%
42	O=C(CSc1nc(-c2ccccc2)c(-c2ccccc2)[nH]1)NCc1ccco1	u	-9%	0%
43	NCCCCCc1nnc(SCc2ccc(Cl)c(Cl)c2)o1	1%	-2%	-17%
44	Cc1c(NC2=CC(=O)CCC2)c(=O)n(-c2ccccc2)n1C	7%	4%	22%
45	CCOC(=O)N1CCN(C(=O)c2noc3c2COc2ccccc2-3)CC1	u	3%	-7%
46	COc1cc(SC)ccc1C(=O)Nc1ccccn1	-12%	1%	-10%
47	Fc1ccc(CN2CCCN(Cc3nc(-c4ccc5c(c4)OCO5)no3)CC2)cc1	u	4%	-9%
48	CN(Cc1ccccc1)C(=O)COC(=O)CCNC(=O)c1ccccc1Cl	-5%	-3%	1%
49	CC(=O)c1c(C)[nH]c(C(=O)N2CCN(c3ccccn3)CC2)c1C	-13%	-1%	22%
50	Cc1occc1-c1nnc(SCC(=O)N2CCCCC2)o1	-17%	-2%	4%
51	COc1ccc2nc(NC(=O)Cc3ccc(OC)c(S(=O)(=O)N4CCOCC4)c3)sc2c1	u	-4%	-16%
52	C/C(=C\c1ccc(C(=O)O)cc1)c1ccc2c(c1)C(C)(C)CCC2(C)C	-23%	-19%&-3%	-16%
53	CC(NC(=O)COC(=O)c1cccc(S(=O)(=O)N2CCCC2)c1)c1ccccc1 (stereo unspecified)	3%	-7%	-2%
54	Cc1c(Cl)cccc1NC(=O)Nc1ccn(C)n1	0%	-3%	6%
55	COc1cc(C(=O)N/N=C(\Cc2ncc[nH]2)c2ccccc2)cc(OC)c1OC	2.1µM*	-4%	-1%
56	C/C(=C\C(=O)O)CC(=O)O	-17%	1%	33%
57	CCn1c(COc2ccccc2OC)nnc1SCC(=O)NC1CCCC1	20%	-3%	44%[activator]
58	COC(=O)CNC(c1ccccc1)c1cc(Br)ccc1NC(=O)OCc1ccccc1 (stereo unspecified)	-19%	-12%	-23%
59	CC(C)c1cc(C(N)=O)c(NC(=O)C2CCC2)s1	-14%	2%	13%
60	CCOC(=O)c1c(NC(=O)C2COc3ccccc3O2)sc2c1CCN(Cc1ccccc1)C2 (stereo unspecified)	23µM*	3%	-10%

# Laid out differently: entries from further up.
32	COC(=O)C1=C(C)N=C2SCCC(=O)N2C1c1ccc(OC(=O)c2ccco2)cc1 (stereo unspecified)
  DT40 TDP1 CPT: 12%
  GCN5L2 inh: -4%
  FEN1 inh: 1%

33	Cc1ccccc1-n1nc2c(c1NC(=O)c1cccc(F)c1)CS(=O)C2 (stereo unspecified)
  DT40 TDP1 CPT: 0%
  GCN5L2 inh: -3%
  FEN1 inh: 8%

# (listing goes on)
no.	structure	DT40 TDP1 CPT	GCN5L2 inh	FEN1 inh
61	O=S(=O)(NCC1CCCO1)c1cc(Cl)ccc1Br (stereo unspecified)	-21%	-15%	-5%
62	CCCCCOc1cccc(C2C(C(=O)c3cccs3)=C(O)C(=O)N2CCN2CCOCC2)c1 (stereo unspecified)	-6%	x	1%
63	C[N+](C)(C)CCOc1ccc([N+](=O)[O-])cc1	-3%	-6%	0%
64	O=c1[nH]nc(Cc2ccc(-c3ccc(Cl)cc3)o2)c2ccccc12	u	-2%	-2%
65	Cc1cc(C)nc(SCc2nc3nc(C)cc(C)n3c2Br)n1	3%	0%	-13%
66	CC(=O)N1CCN(CC(=O)Nc2ccc([N+](=O)[O-])cc2Br)CC1	8%	-3%	-4%
67	CN1CCN(C(c2cccc(Br)c2)c2sc3nc(-c4ccco4)nn3c2O)CC1 (stereo unspecified)	4%	-3%	-14%
68	O=C(Nc1ccc2c(c1)OCO2)C1CC(c2ccc(Cl)cc2)=NO1 (stereo unspecified)	0%	3%	1%
69	COc1cccc(NC(=O)c2ccc[n+](C)c2)c1	3%	-5%	-3%
70	COC(=O)c1c(SCc2ccc(C#N)cc2)nc(=O)[nH]c1C	-27%	-1%	-19%
71	CN(C)c1ccnc(SCc2ccccc2Cl)c1C#N	-13%	-5%	-24%
72	COc1ccc(N(CC(=O)Nc2c(C)n(C)n(-c3ccccc3)c2=O)S(=O)(=O)c2ccc(C)cc2)cc1OC	1%	5%	-2%
73	CCCSc1sc(C(=O)OC)c(-c2cccs2)c1C#N	5%	-8%	-20%
74	Cc1c(OC(C)C(=O)NCc2ccncc2)ccc2c3c(c(=O)oc12)CCC3 (stereo unspecified)	u	-21%	-1%
75	COc1ccc(CN2CCC(n3nccc3NC(=O)C3CC3)CC2)c(OC)c1OC	7%	u	18%
76	O=C(O)c1ccc(S(=O)(=O)/N=C2\C=C(Nc3ccccc3F)C(=O)c3ccccc32)cc1	-97%	-10%	45µM*
77	CCCN1CCN(CCNC(=O)Nc2ccccc2OCC)CC1	-4%	-6%	-7%
78	Cn1c(=O)c2c(-c3ccc(Cl)cc3)n(CCc3ccccc3)cc2n(C)c1=O	u	-11%	-7%
79	OC[C@@H](O)[C@H](O)C(/C=N/Nc1ccccc1)=N\Nc1ccccc1	-26%	-2%	-21%
80	Cc1noc(C)c1COc1ccc(C(=O)NCCc2ccc(S(N)(=O)=O)cc2)cc1	-2%	-4%	1%
81	Cc1ccc(NC(=O)Cn2nnc(C(=O)NCc3ccco3)c2N)cc1	-6%	-3%	8%
82	CCCCCCCCCC(=O)N/N=C(\C)c1cccnc1	u	-5%	7%
83	CN1CCN(CCCNC(=O)C2CC(=O)N(C3CCCCC3)C2)CC1 (stereo unspecified)	6%	-8%	7%
84	Cc1ccc(C2CC(=O)C(C=NCCN3CCN(CC(=O)Nc4cc(C)cc(C)c4)CC3)=C(O)C2)cc1 (stereo unspecified)	6%	-13%	0%
85	CCc1nnc(NC(=O)CCC(=O)N2CCN(S(=O)(=O)c3ccc(OC)cc3)CC2)s1	-10%	-2%	3%
86	O=c1ccn([C@@H]2O[C@H](COS(=O)(=O)O)[C@@H](O)[C@H]2O)c(=O)[nH]1	5.2µM*	-6%	18%
87	O=C(C1Cc2ccccc2CN1S(=O)(=O)c1cccs1)N1CCCCCC1 (stereo unspecified)	-29%	-10%	0%
88	Cc1ccc(S(=O)(=O)N2CCN(C(=O)COC(=O)c3ccc(Cl)c(S(N)(=O)=O)c3)CC2)c(C)c1	10%	x	-5%
89	O=C(CCc1ccccc1)N1CCCC(Nc2ccc(F)cc2)C1 (stereo unspecified)	-10%	-16%	-3%
90	Cc1ccc(C)c(OCCC(=O)OCC(=O)Nc2ccc(Cl)cn2)c1	-5%	-3%	-8%

# (list continues)
no.	structure	DT40 TDP1 CPT	GCN5L2 inh	FEN1 inh
91	C[C@]12c3[nH]c4cc(-c5ccco5)ccc4c3CCN1C(=O)[C@@H](CC(=O)NCCCn1ccnc1)C[C@@H]2C(=O)N1CCCCC1	u	-7%	16%
92	CC1CCCCC1NC(=O)COC(=O)c1ccc(S(=O)(=O)N2CCOCC2)cc1 (stereo unspecified)	0%	0%	17%
93	Nc1c2c(=O)[nH]c(O)cc2nn1-c1ccccc1	-24%	x	u
94	CSc1nc(N)nc2c1ncn2C1OC(CO)CC1O (stereo unspecified)	u	x	9%
95	O=C(Nc1ccc2nc3n(c(=O)c2c1)CCCC3)c1cccnc1Cl	u	x	-7%
96	Cc1cc(N2CCOCC2)nc2ccc(Cl)cc12	-4%	35%	2%
97	O=C(CCS(=O)(=O)c1ccc(Br)cc1)NC1CCCC1	-1%	-2%	-6%
98	Cc1ccc(S(=O)(=O)NC(C)C(=O)Nc2ccc3c(c2)OCO3)cc1 (stereo unspecified)	0%	-2%	-14%
